High-throughput results from PubChem BioAssay.
NR5A2 inv ag: LRH-1 (NR5A2) inverse agonists, primary screen, cell-based, luminescence, HEK293T, StAR-luciferase reporter. Nuclear receptor subfamily 5 group A member 2 (Homo sapiens), O00482. LRH-1 transfected, 24 h. inhibition, % at 3.6 µM. actives 0.13% (n = 360,000). AID 602396, 2012;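 active = inhibition above the mean inhibition of all tested compounds plus 3 SD, cut at about 73% in these data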;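 note: 0% = DMSO wells and 100% = reporter-only cells lacking LRH-1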
NCOA3 inh: SRC3 coactivator transcriptional activity inhibitors, primary screen, cell-based, luminescence. Nuclear receptor coactivator 3 (Homo sapiens), Q9Y6Q9. HEK293 GAL4-SRC3 luciferase reporter. inhibition, % at 3.6 µM. actives 0.17% (n = 360,000). AID 588352, 2011;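 active = inhibition above a per-campaign cutoff, the mean of all compounds plus 3 SD, cut at about 60% in these data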;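 note: 0% = DMSO-treated cells and 100% = gossypol-treated cells at 36 µM; higher means less SRC3-driven luciferase light from the GAL4 reporter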
Target sequence (Q9Y6Q9 whole entry, looked up, the tested form may be a part): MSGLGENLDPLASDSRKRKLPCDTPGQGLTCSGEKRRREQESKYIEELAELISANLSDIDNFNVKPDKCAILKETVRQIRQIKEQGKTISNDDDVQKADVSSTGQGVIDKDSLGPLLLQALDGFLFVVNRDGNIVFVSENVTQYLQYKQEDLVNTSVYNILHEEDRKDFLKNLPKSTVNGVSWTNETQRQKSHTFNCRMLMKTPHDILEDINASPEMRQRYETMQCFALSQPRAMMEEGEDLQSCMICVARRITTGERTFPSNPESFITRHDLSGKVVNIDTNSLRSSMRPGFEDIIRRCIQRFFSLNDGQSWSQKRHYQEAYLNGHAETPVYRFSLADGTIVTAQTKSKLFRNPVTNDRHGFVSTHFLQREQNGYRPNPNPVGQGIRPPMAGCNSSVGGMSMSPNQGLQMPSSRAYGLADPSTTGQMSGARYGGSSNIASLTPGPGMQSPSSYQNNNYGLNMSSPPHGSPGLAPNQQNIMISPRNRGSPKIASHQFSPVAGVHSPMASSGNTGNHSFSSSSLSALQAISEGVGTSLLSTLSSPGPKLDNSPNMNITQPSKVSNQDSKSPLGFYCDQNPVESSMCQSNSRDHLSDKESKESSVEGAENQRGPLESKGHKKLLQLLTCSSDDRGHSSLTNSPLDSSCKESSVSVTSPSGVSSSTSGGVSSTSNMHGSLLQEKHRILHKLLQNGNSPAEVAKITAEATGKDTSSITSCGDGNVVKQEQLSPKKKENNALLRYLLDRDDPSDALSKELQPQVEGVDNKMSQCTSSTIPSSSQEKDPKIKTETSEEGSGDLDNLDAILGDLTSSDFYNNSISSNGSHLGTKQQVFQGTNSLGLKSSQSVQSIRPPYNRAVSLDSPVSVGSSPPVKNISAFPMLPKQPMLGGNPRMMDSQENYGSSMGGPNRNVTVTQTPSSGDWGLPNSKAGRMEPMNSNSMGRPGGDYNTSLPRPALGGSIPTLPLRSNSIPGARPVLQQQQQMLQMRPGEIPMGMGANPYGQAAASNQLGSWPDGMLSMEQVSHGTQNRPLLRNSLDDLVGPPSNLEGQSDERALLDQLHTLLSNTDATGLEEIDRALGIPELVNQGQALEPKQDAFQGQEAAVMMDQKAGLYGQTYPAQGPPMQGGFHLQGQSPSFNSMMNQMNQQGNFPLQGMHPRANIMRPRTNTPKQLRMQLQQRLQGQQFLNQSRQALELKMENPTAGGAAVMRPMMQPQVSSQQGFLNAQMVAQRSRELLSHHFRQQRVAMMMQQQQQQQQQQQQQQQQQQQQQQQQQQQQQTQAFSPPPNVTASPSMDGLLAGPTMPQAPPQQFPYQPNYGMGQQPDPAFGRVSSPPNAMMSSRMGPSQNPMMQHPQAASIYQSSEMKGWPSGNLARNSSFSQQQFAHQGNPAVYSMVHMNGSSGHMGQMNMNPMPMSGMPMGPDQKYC
ABHD5 PLIN5 PPI: ABHD5-PLIN5 interaction inhibitors, primary screen, cell lysate, split luciferase complementation, luminescence; Perilipin-5 (Homo sapiens) + 1-acylglycerol-3-phosphate O-acyltransferase ABHD5 (Homo …; Split G. princeps luciferase complementation, 4 h; inhibition, % at 4 µM; actives 0.78% (n = 360,000); AID 602281, 2012;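 active = inhibition above the mean inhibition across every tested compound plus 3 SD, cut at about 22% in these data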;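 note: 0% = DMSO only wells and the 100% control is not disclosed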
NOD2 RIPK2 PPI: NOD2-RIPK2 binding disruptors in cells, primary screen, fluorescence, CHO cells, BLA complementation; Receptor-interacting serine/threonine-protein kinase 2 (Homo sapiens), O43353; CCF4 ratio; AID 624267, 2012; actives 0.38% (n = 360,000); inhibition, % at 4.98 µM; in the data active = inhibition above about 21%;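 note: 0% = vehicle only and 100% = reference blocker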
COUP-TFII inh: NR2F2 transcriptional activity inhibitors, primary screen, cell-based, luciferase reporter, HEK293T, luminescence. COUP transcription factor 2 (Homo sapiens), P24468. HEK293T NGFI-A luciferase reporter. inhibition, % at 8.6 µM. actives 0.7% (n = 370,000);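 active = inhibition above a per-plate cutoff, mean inhibition of test wells between control levels plus 3 SD, cut at about 38% in these data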;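 note: cells cotransfected with COUP-TFII expression vector driving the NGFI-A reporter; 0% = median of COUP-TF2 test wells and 100% = reporter-only cells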
Granule exo inh: LAMP-1 surface exposure blockers, TALL-104 cells – cell-based, flow cytometry, MLPCN library, primary screen. TALL-104 LAMP-1 surface exposure; cells stimulated with thapsigargin and PMA. inhibition, % at 10 µM. actives 0.66% (n = 360,000). AID 651702, 2012;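 active = inhibition above about 55%, limit read from the data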
NCOA2 inhibitor: inhibition of GAL4-SRC2 driven luciferase reporter, primary screen, SRC2 inhibitor project, cell-based, luminescence; Nuclear receptor coactivator 2 (Homo sapiens), Q15596; HEK293 GAL4-SRC2 luciferase reporter; inhibition, % at 9 µM; actives 0.17% (n = 370,000); AID 651957, 2012;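 active = inhibition above the mean inhibition of all tested compounds plus 3 SD, set per campaign, cut at about 52% in these data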;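 note: 0% = DMSO treated cells and 100% = cells given Gossypol at 36 µM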
TWEAK-Fn14 inh: inhibitors of TWEAK-Fn14 signaling, primary screen, luciferase reporter cells, uHTS. TWEAK-stimulated Fn14 reporter cells, luciferase luminescence, 8 h. inhibition, % at 10 µM. actives 2% (n = 360,000). AID 1159606, 2016; in the data active = inhibition above about 50%
SRC1 inh: SRC1 coactivator transcriptional activity inhibitors, primary screen, cell-based, luminescence. actives 0.12% (n = 360,000). AID 588354, 2011. HEK293 GAL4-SRC1 luciferase reporter. inhibition, % at 3.6 µM;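 active = inhibition above the campaign mean plus 3 SD, with each screening campaign given its own cutoff, cut at about 60% in these data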;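 note: 0% = DMSO treated cells and 100% = gossypol at 36 µM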
TROY signal inh: inhibitors of TROY-driven NF-kB signaling, primary screen, Q293 LMP1-TROYcd cells, NF-kB luciferase, uHTS. inhibition, % at 10 µM. Q293 LMP1-TROYcd NF-kB luciferase reporter, 4 h. actives 0.98% (n = 360,000);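 active = compounds whose plate-normalised and pattern-corrected inhibition of the luciferase reporter signal at the single screening dose is 50% or more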
TLR9-MyD88 block: inhibitors of TLR9-MyD88 association in cells, primary screen, cell-based, CHO, BLA complementation, fluorescence; Toll-like receptor 9 (Homo sapiens) + Myeloid differentiation primary response protein …; CCF4 FRET ratio; inhibition, % at 4.98 µM; actives 0.21% (n = 340,000); AID 504734, 2011;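 active = inhibition above the mean over all tested compounds plus 3 SD, cut at about 21% in these data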;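 note: 0% = DMSO only wells and 100% = clavulanate BLA inhibitor control wells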
* hit, by the source's call; / = no result given.

SMILES	NR5A2 inv ag	NCOA3 inh	ABHD5 PLIN5 PPI	NOD2 RIPK2 PPI	COUP-TFII inh	Granule exo inh	NCOA2 inhibitor	TWEAK-Fn14 inh	SRC1 inh	TROY signal inh	TLR9-MyD88 block
Cc1cnc(-c2nnc(N(C)C(=O)C3CCOC3)s2)cn1 (stereo not given)	-23	-16	3	-10	-16	1	-27	6	-20	-1	8
COc1ccc(NC(=S)Nc2cccc([N+](=O)[O-])c2)cc1	-31	-21	0	-9	-7	1	-53	-21	-16	-62	3
Cc1noc(C)c1NC(=O)N(C)C[C@H]1Oc2ccc(NS(=O)(=O)c3ccccc3)cc2C(=O)N([C@H](C)CO)C[C@@H]1C	2	9	6	2	-1	-1	-6	-1	-11	1	-4
COc1cc(/C=C/C(=O)Nc2ccc(S(=O)(=O)Nc3ncccn3)cc2)ccc1OCC#N	-13	-2	-6	9	27	0	-7	-15	-12	-4	-13
COc1ccc(CC(=O)NC(C)CCc2ccccc2)cc1 (stereo not given)	-2	-1	6	-6	-13	1	4	1	4	0	0
CS(=O)(=O)N(CCc1ccccc1)CC(=O)N1CCN(c2ccccc2)CC1	1	4	4	2	3	-1	13	3	-1	5	-7
O=C(Oc1ccc2c(c1)CCC2)N1CCOCC1	-19	-55	-7	1	-25	-3	-54	-9	-73	-31	7
Cn1cc(-c2ccc3c(c2)OCO3)c2ccccc21	-48	-27	-1	-9	-3	3	-35	0	-27	-57	/
COc1cc(OC)cc(C(=O)N[C@H](C(=O)Nc2ccc(NC(C)=O)cc2)C(C)C)c1	-23	10	-3	-16	-7	-3	0	-7	-21	20	-8
O=C(COc1cc2oc(=O)c3c(c2cc1Cl)CCC3)NCCN1CCOCC1	7	-20	-12	-14	-20	-6	19	-15	3	-8	-13
Cc1ccc(NC2=C([N+](=O)[O-])CS(=O)(=O)C2)cc1	18	-3	8	-5	3	-1	-5	-10	-7	-16	-12
NC(=O)c1c(Nc2nc3c(F)cccc3s2)sc2c1CCCC2	13	3	12	8	0	40	-1	23	-8	-32	-10
Cc1cc(CN2CCC(n3nccc3NC(=O)c3ccccc3Cl)CC2)cc(C)c1O	-32	0	1	1	-5	29	7	4	10	-11	-9
O=C(NOCc1ccccc1)c1cccc([N+](=O)[O-])c1	-33	-19	4	-1	-8	2	-50	0	-14	-43	0
CCOc1ccc(S(N)(=O)=O)cc1-c1nc2c(C(C)(C)C)nn(C)c2c(=O)[nH]1	20	4	-1	-10	-2	1	-8	-2	2	-1	-9
O=C(Cn1cc(C(F)(F)F)ccc1=O)N/N=C/c1ccc(Cl)cc1Cl	23	9	2	-6	-3	-2	-10	-4	-17	-17	2
COc1ccc(N2C(=O)CC(NC3CC3)C2=O)cc1 (stereo not given)	-8	4	6	-5	-6	-2	-22	-6	2	4	-7
COCCCNC(=O)C1C2C=CC3(CN(Cc4ccc(C)cc4)C(=O)C13)O2 (stereo not given)	-7	6	-2	-6	-4	-2	-7	0	-33	-10	-9
O=C(O)CN(CC(=O)O)CC(=O)O	9	2	0	-3	0	-1	-23	-19	-4	-12	7
CCOc1ccc(CN2CCSCC2)cc1	11	-1	-7	-2	25	-2	-26	-4	-4	-4	8
COc1cc(Br)c(-c2sc(Nc3ccccc3)n[n+]2-c2ccccc2)cc1OC	26	-2	-9	-3	-19	-4	-21	5	-8	-26	-1
O=C(c1ccc(C(F)(F)F)cc1)n1ccc(-c2cccs2)n1	0	-17	10	2	15	-2	-15	7	-14	-22	1
Cc1nc(C)c(C(=O)NCCC(c2ccccc2)c2ccccc2)o1	11	17	-2	1	36	0	24	0	5	0	11
Cc1cccc(C)c1Nc1c(-c2ccccc2O)nc2ncccn12	0	3	2	-3	4	2	-1	-8	9	20	-2
Cc1cccc(C(=O)NCC(=O)N(C)CC(=O)Nc2ccc(N3CCOCC3)cc2)c1	-1	-12	-2	-13	11	-7	-13	7	-2	-4	-1
COc1ccccc1C(=O)OCC(=O)Nc1cccc(S(=O)(=O)N2CCCC2)c1	-2	6	2	-7	11	2	-8	5	2	-3	4
CSc1cccc(CN2CCC(Oc3ccc(C(=O)N4CCCCC4)cc3)CC2)c1	16	6	7	-1	-10	-9	-18	4	8	-2	-7
O=C1NC(Cc2ccc(O)cc2)c2nc3cc(Cl)ccc3c(=O)n2-c2ncccc21 (stereo not given)	14	-22	3	-10	5	0	35	-2	-1	8	-2
CCCc1cc(=O)[nH]c(SCC(=O)Nc2nc(-c3ccccc3)cs2)n1	-11	7	-2	-6	-3	-1	2	-14	-10	22	-5
Nc1c(-c2ccccc2)c(CSc2nc3ccccc3[nH]2)nn1-c1ccc(C(=O)O)cc1	1	2	-3	-12	24	1	-53	-1	4	9	-10
CC(C)CC(=O)Nc1nnc(S(=O)(=O)N2CCCCCC2)s1	-11	6	3	1	-9	3	-8	-15	-1	8	1
COC(=O)c1cnc(N2CCOCC2)nc1C(F)(F)F	-5	11	1	-7	4	-3	3	-2	9	-12	8
CCOC(=O)c1c(CN2CCOCC2)oc2ccc(OC)cc12	-6	12	1	-4	-6	0	-6	17	-14	-7	-6
CCCCN(CCO)CCCC	-6	-2	2	-8	10	-1	-1	-11	5	-8	3
C=COCCn1c(-c2nonc2N)nc2ccccc21	-2	18	8	-9	21	-2	24	8	2	2	-13
O=C(COC(=O)COc1ccc(Cl)cc1Br)NCCC1=CCCCC1	3	19	0	5	9	-2	-6	1	1	-20	-1
C=CCN1C(=O)/C(=C2/Sc3ccc(OC)cc3N2C)SC1=Nc1cccc(O)c1	10	10	-7	2	15	3	5	-49	-21	6	-9
COc1ccc2[nH]c(=O)c(CN(C(=O)c3ccco3)C3CCCCC3)cc2c1	16	14	7	-5	2	3	-20	0	-1	7	-1
O=C(NCc1ccco1)c1ccc(COc2ccc(Cl)cc2)cc1	10	5	-1	-1	-1	-2	-1	4	-12	-21	-7
Cc1ccc(C(=O)N2CCCC(Nc3ccc(C)c(C)c3)C2)c(=O)[nH]1 (stereo not given)	10	9	0	-14	-4	0	-20	4	7	1	-4
Cc1cc(C)n2nc(-c3ccsc3-n3c(C)ccc3C)cc2n1	16	17	3	6	20	1	4	10	-13	5	12
Cc1ccc2nc(N(CCN(C)C)C(=O)C3CCN(S(=O)(=O)c4cccs4)CC3)sc2c1	-28	-11	2	-15	-15	9	-23	0	-14	-24	-2
CS(=O)(=O)Nc1cccc(C2=NN(C(=O)c3ccccc3)C(c3cccs3)C2)c1 (stereo not given)	7	-1	4	-2	16	-17	-12	4	-14	-2	-3
CCCCn1c(-c2ccc(Cl)c(Cl)c2)nc2cc3[nH]c(=O)c(C(C)C)nc3cc21	12	20	-13	-7	5	10	-4	-20	6	-4	-9
O=C(O)CSc1cn(Cc2ccccc2)c2ccccc12	-3	-10	-9	-4	10	-2	0	-1	-2	9	-9
COc1cc(OC)cc(C(=O)Nc2nc(CC(=O)NCc3ccc(F)cc3)cs2)c1	-4	16	3	5	10	-4	-12	31	3	4	-6
C/C=C/C=C\C(=O)Nc1cccc(C2=NOC3(C2)C[C@H](C(N)=O)N(C(=O)/C=C/C)C3)c1 (stereo not given in full)	-14	-12	2	-13	8	5	-42	-11	5	-14	-6
OCCOCCNc1ncnc2c1cnn2-c1ccccc1	-77	-63	4	-4	-33	-1	-36	-4	-55	-11	-2
Cc1nc(N2CCC(C)CC2)c2c(C)c(C(=O)Nc3cc(F)ccc3C)sc2n1	11	-5	0	5	18	-3	-8	-25	-50	-1	-6
Cc1ccc(-n2nnnc2SCc2ccccn2)cc1C	-22	-8	-1	-3	6	0	-34	0	-24	-28	1

Going on with the list.
SMILES	NR5A2 inv ag	NCOA3 inh	ABHD5 PLIN5 PPI	NOD2 RIPK2 PPI	COUP-TFII inh	Granule exo inh	NCOA2 inhibitor	TWEAK-Fn14 inh	SRC1 inh	TROY signal inh	TLR9-MyD88 block
O=C(c1cccs1)N1CCN(CCCc2ccccc2)CC1	-9	-18	-3	-15	-15	4	-14	-9	-2	-6	2
COc1ccc(C2N3CC4(C)CN2CC(C)(C3)C4O)cc1OC (stereo not given)	-8	-9	-1	3	-21	0	-8	5	-10	-7	9
Cc1ccc(Nc2ccc(S(=O)(=O)N3CCOCC3)cc2[N+](=O)[O-])cc1C	-2	15	1	-1	14	-1	-1	5	-12	19	-3
Cc1ccc(S(=O)(=O)N(C)C)cc1NC(=O)c1ccc(-n2cncn2)c([N+](=O)[O-])c1	-10	4	-5	-4	10	-3	-20	7	10	-10	-4
Cc1ccc(C2(C)NC(=O)N(CC(=O)N(C)CC(=O)Nc3cccc4ccccc34)C2=O)cc1 (stereo not given)	-2	-1	12	-8	0	-2	-17	-2	-1	-4	-1
Cn1c(=O)n(C)c2cc(NC(=O)CSc3ccccc3)ccc21	10	1	0	-2	-16	0	-19	10	6	11	-6
COc1ccc(CCNC(=O)c2c(O)c3c([nH]c2=O)CCCC3)cc1OC	-14	6	0	-12	-4	1	-15	28	9	24	2
CC(=O)Nc1ccc(NC(=O)[C@H](C)NC(=O)c2ccco2)cc1	8	-17	0	1	-14	-2	-24	8	-51	-1	3
CC(=O)c1cccc(NC(=O)c2cc(=O)[nH]c3ccccc23)c1	-9	-4	-2	2	2	-7	-41	-6	-88	-18	2
CC(NC(=O)C1CCN(CCOc2ccc(Cl)cc2)CC1)c1cccc2ccccc12 (stereo not given)	2	12	7	1	6	23	-3	0	5	14	/
Nc1nc(SCc2ccc3c(c2)OCCO3)n[nH]1	-30	-42	-5	-3	-8	-2	-32	4	-19	-15	-3
Cc1ccc(COc2ccc(/C=N/NC(=O)c3ccc(CN4CCOCC4)cc3)cc2)cc1	15	0	-4	2	15	14	-8	2	-13	-41	12
COc1ccc(C)cc1NC(=O)NNS(=O)(=O)c1ccc(NC(C)=O)cc1	7	21	6	3	-7	-7	-29	15	6	-15	2
CCn1c2c(c3ccc(OC)cc31)CCCC2=O	-10	14	-1	-4	9	-1	4	7	5	3	3
C=CCC(=O)NC1CC(C)(C)Cc2c1cnn2-c1ccc(C)cc1 (stereo not given)	-14	10	-3	0	-15	-10	9	-5	-9	13	-7
CN1CCOC1c1ccc(C2OCCN2C)cc1 (stereo not given)	-16	-16	9	-5	-7	-8	-4	-4	-9	-1	-4
COc1ccc(N2C(=O)CCC(C(=O)Nc3ccccn3)C2c2ccc(OC)c(OC)c2)cc1 (stereo not given)	4	6	5	-8	6	-2	-9	3	-1	-15	5

An excerpt, so the mix of outcomes need not match the whole.
